# Bcl-B displacement – displacers of TR3 peptide from Bcl-B, primary screen, selectivity assay for Bfl-1 inhibitor project, biochemical, fluorescence polarization; Bcl-2-like protein 10 (Homo sapiens); FP displacement of FITC-TR3 peptide from Bcl-B; higher % means a stronger effect; one-dose displacement, % at 20 µM; IC50 in µM for titrated hits; 96,000 tested, 0.11% active;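 active = displacement above 50% at 20 µM plus a fluorescence interference ratio under 1.5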;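 note: plate controls were wells without compound for no effect and wells lacking Bcl-B protein for full effect; a part of the inactive calls stands beside numbers as strong as those of hits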
# NFkB transloc inh – inhibitors of IL-1B driven NFkB p65 nuclear import, primary screen, imaging, HUVEC, IL-1B stimulus, high-content imaging. HUVEC IL-1B NFkB p65 nuclear translocation imaging. inhibition, % at 2 µM. 94,000 tested, 0.43% active;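 active = inhibition above about 30% together with a positive call from visual inspection of the well image, limit read from the data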;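 note: nuclear over cytoplasmic p65 intensity ratio measured by imaging; 0% = IL-1B stimulated DMSO wells and 100% = unstimulated DMSO wells; values of inactives mirror those of a sister screen read the other way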
# PLAP inhibition – PLAP enzyme inhibitors, biochemical, luminescence, HTS (AID 690). Alkaline phosphatase, placental type (Homo sapiens). purified PLAP, luminescent substrate; higher % means a stronger effect. inhibition, % at 20 µM; hits with a dose series show IC50 in µM. 96,000 tested, 0.08% active; in the data active = a potency from the dose series; inactive = the rest, 99 in 100 with inhibition below about 30%; note: strong numbers were not always called active
# IL1B NFkB pot – enhancers of NFkB p65 translocation in HUVEC – imaging, IL-1B stimulus, high-content imaging, primary screen; HUVEC IL-1B NFkB p65 nuclear translocation imaging; activation, % at 2 µM; 94,000 tested, 0.3% active; AID 819, 2007;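 active = activation above 40%, about the mean plus 3 SD, also judged a hit on visual image review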;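 note: percent activation is computed from the nuclear over cytoplasmic p65 intensity ratio; values of inactives mirror those of a sister screen read the other way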
# MRP reversal – reversal of MRP1-mediated doxorubicin resistance, primary screen, H69AR cells, doxorubicin co-treatment; H69AR cells + 2 uM doxorubicin, CellTiter-Glo, 72 h; AID 602, 2007; differential viability (reversal), % at 10 µM; 85,000 tested, 0.04% active;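 active = viability drop by adding the cancer drug above about 55%, with treated viability meeting a 40% cutoff, limit read from the data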;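 note: viability without doxorubicin minus viability with 2 µM doxorubicin for each compound; larger differential means the compound sensitizes cells more to doxorubicin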
# MRP reversal cytotoxicity – also measured in MRP reversal; calls as there; viability, %; H69AR cells, CellTiter-Glo, 72 h; measured here: cytotoxicity without doxorubicin
# MRP reversal with doxorubicin – further read-out of MRP reversal, marked with its call; viability, %; measured here: viability with 2 uM doxorubicin; stronger effect = lower value
# NFkB transloc inh cell count 2 µM – also measured in NFkB transloc inh; calls as there; cell count; measured here: cells passing quality filter;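 raw number of nuclei counted in each imaged well without normalization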
# IL1B NFkB pot cell count 2 µM – second read-out of IL1B NFkB pot, no call of its own (marks repeat the call); cell count; measured here: cells passing quality filter
# The depositor's hits bear a star; x = not tested or not shown. These rows are one share of the data. The share of hits here may be higher or lower than overall.
SMILES,Bcl-B displacement,NFkB transloc inh,NFkB transloc inh cell count 2 µM,PLAP inhibition,IL1B NFkB pot,IL1B NFkB pot cell count 2 µM,MRP reversal,MRP reversal cytotoxicity,MRP reversal with doxorubicin
c1ccc(-n2c(SCc3ccncc3)nnc2-c2ccco2)cc1,-1.5%,-3.2,148,16.3%,3.2,148,4.9,81.1,76.2
Cc1ccccc1OCc1nnc(SCC(=O)Nc2ccc(N3CCOCC3)c(Cl)c2)n1C,-9.9%,-16.4,58,-80.3%,16.4,58,1.4,90.5,89.2
O=c1[nH]c(=O)n(Cc2ccccc2)c2c1C(C(F)(F)F)(C(F)(F)F)N=C(c1ccco1)N2,-17.7%,11.6,166,-11.4%,-11.6,166,-12.6,58.6,71.2
CCOC(=O)N1CCC(NC(=O)c2cccc3c2C(=O)N(Cc2cccnc2)C3)CC1,-7.0%,x,x,-3.2%,x,x,6.6,95.6,89.0
Cc1cccc(C)c1OCc1nnc(SCC(=O)NCc2ccccc2)o1,-11.7%,-14.4,154,13.2%,14.4,154,-16.0,71.5,87.5
COc1ccc(CN2CCN(C(=O)C3CC(=O)N(C4CCCCCC4)C3)CC2)c(OC)c1OC (stereo unspecified),26.5%,13.0,100,-55.9%,-13.0,100,8.7,100.8,92.1
CCN1CCN(C(=S)c2ccc(Cl)cc2)CC1,-4.8%,-1.4,153,13.9%,1.4,153,-8.8,80.2,89.0
COc1ccc(-c2nc3nc(C)cc(=O)n3[nH]2)cc1,7.2%,-13.8,174,-2.9%,13.8,174,-1.1,94.8,95.9
Cc1nn(C)cc1CNC(=O)Nc1cccc(Cl)c1,-1.5%,-2.8,146,-36.1%,2.8,146,-17.5,72.3,89.8
Cc1ccc2oc3nc(C)c(C(=O)Nc4cccc(C(F)(F)F)c4)cc3c(=O)c2c1,-5.1%,10.2,173,17.3%,-10.2,173,x,x,x
N#Cc1nc(Cc2cccc3ccccc23)oc1N1CCOCC1,-1.5%,-10.4,185,-19.5%,10.4,185,5.2,83.5,78.2
Cc1cc(C(=O)CSc2nnc(-c3ccncc3)n2-c2ccccc2)c(C)n1C,-7.0%,0.2,91,-44.8%,-0.2,91,2.1,87.9,85.8
CCOC(=O)c1[nH]c2ccccc2c1NC(=O)Nc1ccc(OC)cc1,-8.9%,-17.2,106,4.1%,17.2,106,x,x,x
COC(=O)c1ccccc1OCC(=O)N1CCN(c2ccc(Cl)cc2)CC1,-6.9%,-11.5,136,-23.1%,11.5,136,x,x,x
CCCOC(=O)c1ccc(NC(=O)COC)cc1,3.9%,-0.9,159,-7.0%,0.9,159,11.7,93.0,81.3
COC(=O)C1=C(C)Nc2nnnn2C1c1cccnc1 (stereo unspecified),x,34.1*,104*,x,-34.1,104,-19.7,80.8,100.5
O=C(NCCc1ccccc1F)C1CCCN1S(=O)(=O)c1ccc2ccccc2c1 (stereo unspecified),x,16.5,110,x,-16.5,110,0.2,100.6,100.4
O=C(NCCCNCc1ccccc1)/C(=N\O)c1ccccc1,-11.8%,-0.5,117,3.7%,0.5,117,7.8,97.0,89.2
O=C(NCCCn1ccnc1)C(Cc1ccccc1)N1C(=O)c2ccccc2C1=O (stereo unspecified),8.1%,-22.8,132,0.1%,22.8,132,13.9,93.9,80.0
COc1ccc2oc(=O)c(C(=O)N3CCCc4ccccc43)cc2c1,-1.0%,6.5,148,16.0%,-6.5,148,22.0,103.5,81.5
Cc1cccc(OCc2nnc(SCC(=O)N3c4ccccc4CC3C)n2C)c1C (stereo unspecified),x,-12.3,121,x,12.3,121,6.0,51.5,45.5
Cc1cc[n+](CCC(=O)O)c2ccccc12,26.9%,-0.9,152,-10.4%,0.9,152,-2.7,83.1,85.8
CC1CCN(C2=NC(=O)/C(=C/c3cn(-c4ccccc4)nc3-c3cccc(S(=O)(=O)N(C)C)c3)S2)CC1,-27.8%,-1.9,110,-34.7%,1.9,110,x,x,x
CCC(c1nnc(SCC(=O)N2CC(=O)Nc3ccccc32)n1Cc1ccccc1)N(C)C (stereo unspecified),13.5%,3.4,190,-47.5%,-3.4,190,0.9,86.6,85.7
COCCn1c(SCC(=O)N2CCCCC2)nc2cccnc21,-6.0%,-7.1,187,0.3%,7.1,187,3.2,90.6,87.3
COc1cccc(NC(=O)C(=O)N/N=C/c2cc(C)n(-c3ccc(Cl)c(Cl)c3)c2C)c1,-29.6%,-13.6,157,-64.2%,13.6,157,x,x,x
CC1CCN(S(=O)(=O)c2ccc(NC(=S)NC(=O)c3ccc(Cl)cc3)cc2)CC1,-10.0%,21.1,148,-2.3%,-21.1,148,x,x,x
C#CCNc1c(C)c(C)nc2ncnn12,-2.3%,-6.0,185,16.4%,6.0,185,5.2,97.1,91.9
O=C(CSc1nc2ccccc2c(=O)n1NC(=O)c1ccccc1)c1ccccc1,7.4%,-1.8,149,-11.5%,1.8,149,12.2,95.3,83.1
CC(C)=CC(=O)OCC(=O)Nc1ncc(Cl)c(C)c1Cl,15.0%,-6.9,126,-11.9%,6.9,126,4.2,84.5,80.3
CC(C)(C)N(NC(=O)Nc1ccccc1)C(=O)c1ccccc1Cl,-3.1%,-3.3,175,-4.2%,3.3,175,x,x,x
CS(=O)(=O)N1CCN(c2ccccc2NC(=O)c2cccnc2Cl)CC1,11.8%,-5.4,132,4.8%,5.4,132,12.1,108.2,96.2
Clc1ccc(-c2nc3ncccn3c2Nc2ccc3c(c2)OCCO3)cc1,7.0%,1.6,156,11.9%,-1.6,156,x,x,x
COc1ccc(Nc2ccccc2)c(C)c1,3.6%,-0.2,168,10.9%,0.2,168,12.0,104.7,92.7
CCCCNc1c2c3c(cccc3n(C)c1=O)C(=O)c1ccccc1-2,x,-11.0,109,x,11.0,109,-48.8,15.9,64.7
C=CCNC(=O)c1cc2nc(C3CC3)cc(C(F)F)n2n1,-28.5%,-6.3,187,-52.1%,6.3,187,9.4,91.1,81.7
Clc1ccccc1OCc1nc(-c2ccccn2)no1,5.6%,1.3,138,7.3%,-1.3,138,9.9,97.4,87.5
COc1ccc(OC)c(-c2nnc(-c3ccc(C)o3)o2)c1,-3.3%,-0.7,119,-50.8%,0.7,119,0.6,70.6,70.0
Cc1ccc2cc(CCNC(=O)CC(C)(C)C)c(=O)[nH]c2c1C,2.3%,x,x,-6.1%,x,x,-3.2,91.1,94.3
O=C(Cn1c(=O)oc2cc(S(=O)(=O)N3CCCC3)ccc21)NCc1ccccn1,1.0%,x,x,-12.3%,x,x,1.6,97.9,96.4
CCOC(=O)CSc1nnc(-c2ccco2)n1-c1ccccc1,-8.2%,-7.4,112,-17.0%,7.4,112,8.9,102.9,94.0
CCOC(=O)N1CCC(NC(=O)c2ccc(CS(=O)(=O)c3ccccc3C)o2)CC1,11.3%,12.6,46,-39.0%,-12.6,46,1.3,98.7,97.4
O=C(CCc1ccccc1)Nc1cc(C(F)(F)F)ccc1Cl,-1.5%,-6.6,97,9.8%,6.6,97,x,x,x
CCN1CCc2nc(NC(=O)CC(c3ccccc3)c3ccccc3)sc2C1,9.5%,11.1,174,-36.9%,-11.1,174,2.1,97.6,95.5
Cc1ccc(CCNC(=O)Cn2cccc2)cc1,-0.8%,97.6*,13*,-19.4%,-97.6,13,-10.6,58.2,68.8

# Record cards, from the list above. Order of screens: Bcl-B displacement, NFkB transloc inh, NFkB transloc inh cell count 2 µM, PLAP inhibition, IL1B NFkB pot, IL1B NFkB pot cell count 2 µM, MRP reversal, MRP reversal cytotoxicity, MRP reversal with doxorubicin
# COc1ccc(CN2CCN(C(=O)C3CC(=O)N(C4CCCCCC4)C3)CC2)c(OC)c1OC (stereo unspecified) as listed: 26.5%, 13.0, 100, -55.9%, -13.0, 100, 8.7, 100.8, 92.1
# CCOC(=O)CSc1nnc(-c2ccco2)n1-c1ccccc1 as listed: -8.2%, -7.4, 112, -17.0%, 7.4, 112, 8.9, 102.9, 94.0
# O=C(CCc1ccccc1)Nc1cc(C(F)(F)F)ccc1Cl as listed: -1.5%, -6.6, 97, 9.8%, 6.6, 97, x, x, x
# Cc1ccc2oc3nc(C)c(C(=O)Nc4cccc(C(F)(F)F)c4)cc3c(=O)c2c1 as listed: -5.1%, 10.2, 173, 17.3%, -10.2, 173, x, x, x
# Cc1cc(C(=O)CSc2nnc(-c3ccncc3)n2-c2ccccc2)c(C)n1C as listed: -7.0%, 0.2, 91, -44.8%, -0.2, 91, 2.1, 87.9, 85.8

# Continued.
SMILES,Bcl-B displacement,NFkB transloc inh,NFkB transloc inh cell count 2 µM,PLAP inhibition,IL1B NFkB pot,IL1B NFkB pot cell count 2 µM,MRP reversal,MRP reversal cytotoxicity,MRP reversal with doxorubicin
CC(C)COC(=O)C1[C@H]2C(=O)N(Cc3cccs3)C[C@]23C=C[C@H]1O3 (stereo partly specified),4.4%,0.7,166,-39.9%,-0.7,166,1.2,106.6,105.3
O=C(CCC(=O)c1cccs1)NC(c1ccccc1)c1ccccc1,-4.1%,2.6,172,12.1%,-2.6,172,-1.8,99.2,101.0
CCOCCC(=O)Nc1cc(Cl)ccc1OC,-6.4%,-4.7,178,11.4%,4.7,178,13.3,101.4,88.1
CC(C)CNC(=O)NC(=O)CSc1nc2ccccc2n1CC(C)C,-10.5%,-36.0,193,11.4%,36.0,193,x,x,x
C=CC(O)Cc1c(C)n[nH]c1C (stereo unspecified),-3.9%,-29.0,119,15.2%,29.0,119,x,x,x
CCOC(=O)N1CCN(C(=S)NCCOC)CC1,-0.2%,-3.5,172,2.2%,3.5,172,0.8,93.0,92.2
Cc1ccc(CSc2nnc(-c3ccccc3N)c(=O)[nH]2)cc1,5.4%,-11.9,168,-33.4%,11.9,168,3.5,87.9,84.4
Cn1c(CCNC(=O)c2ccccc2)nc2cc(NC(=O)c3ccco3)ccc21,-6.5%,-2.5,91,1.4%,2.5,91,7.2,71.0,63.8
C=CCN(C(=O)Cn1ncc2c1-c1cc(C)ccc1OC2)c1ccccc1,-2.5%,-14.4,67,-15.1%,14.3,67,10.7,85.2,74.5
CCC1(CC)NC(=S)N(Nc2ccccc2)C1=O,-3.5%,-8.5,179,7.0%,8.5,179,0.2,100.9,100.7
Cc1cc(Cl)ccc1NC(=S)NCc1ccccc1,-12.6%,-6.6,100,14.5%,6.6,100,x,x,x
COc1ccc(N2CCN(c3oc(COc4ccc(Cl)cc4)nc3C#N)CC2)cc1,2.1%,3.1,126,12.7%,-3.1,126,x,x,x
COc1ccc(CCNC(=O)c2ccc3c(=O)n(Cc4ccco4)c(=S)[nH]c3c2)cc1OC,-11.9%,3.2,173,-19.6%,-3.2,173,-2.1,10.6,12.6
CCOC(=O)Cc1csc(NC(=O)CSc2nnnn2-c2ccc(C)c(C)c2)n1,x,1.0,91,x,-1.0,91,-1.0,91.4,92.4
CCCCCCC1C(C#N)=C(N)OC2=C1C(=O)CC(C)(C)C2 (stereo unspecified),x,19.4,144,x,-19.4,144,-18.9,69.0,87.9
O=S(=O)(Cc1ccc(Cl)cc1)N1CCN(Cc2ccccc2)CC1,-5.1%,-2.0,125,3.3%,2.0,125,-5.5,71.5,77.0
Cc1cc(SC(C)C(=O)Nc2c(C)n(C)n(-c3ccccc3)c2=O)nc2ccccc12 (stereo unspecified),4.4%,3.6,183,-25.5%,-3.6,183,-14.9,87.3,102.2
CC(C)CC(=O)Nc1cc(NC(=O)CC(C)C)cc(C(=O)NC(C)(C)C)c1,6.4%,15.5,162,-3.7%,-15.5,162,20.5,93.7,73.2
Cn1cccc1Cc1nnc(SCC(=O)NC2CCCCC2)n1CCc1ccccc1,3.6%,x,x,-46.8%,x,x,13.1,87.1,74.0
CCC(C)(C)n1nnnc1C(c1ccc(C)cc1)N1CCC(C)CC1 (stereo unspecified),-5.2%,-7.2,182,-42.3%,7.2,182,8.5,94.3,85.8
O=C(Cn1nc(Cc2ccncc2)c2ccccc2c1=O)N1CCN(C(=O)c2ccco2)CC1,-1.9%,-3.4,76,-35.0%,3.4,76,-12.8,82.3,95.2
